# Source: PubChem
# FAS-TE inh: blocks the thioesterase domain of human fatty acid synthase; actives 0.67% (n = 360,000); P49327; recombinant FAS-TE, OMFH fluorogenic substrate, fluorescence endpoint; AID 602261; inhibition, % at 15 µM;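 active = compounds whose normalised, plate-corrected inhibition of enzyme fluorescence in the single-dose primary screen is 50% or more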;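 note: 0% = DMSO with enzyme and 100% = substrate without enzyme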
# bovine MsrA act: bovine methionine sulfoxide reductase A activation; purified bovine MsrA, absorbance read-out; activation, % at 10.6 µM; actives 0.3% (n = 360,000); in the data active = activation above about 7.5%;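 note: 0% = vehicle and 100% = reference activator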
# Rin1-Abl PPI inh: inhibitors of human Rin1-Abl protein interaction | TR-FRET Rin1/Abl binding, biochemical | inhibition, % at 7.35 µM | actives 0.4% (n = 360,000); in the data active = inhibition above about 5%, passing the limit was not always enough
# MT1-MMP act inh: MT1-MMP (human) activation inhibition | P50281 | HT1080 RFP-PRO-GFP cells, GFP/RFP ratio fluorescence, overnight; percent of plate control window, DMSO zero | GFP/RFP ratio change, % at 20 µM | actives 0.061% (n = 360,000) | AID 651647;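 active = GFP/RFP ratio change of at least 30% with cell ATP level not reduced by more than half and red fluorescence within 50% of control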; note: strong numbers were not always called active
#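 Assay system: RFP-PRO-GFP reporter HT1080 cells; read-out basis: GFP/RFP fluorescence ratio; benchmarks: DMSO wells and RFP-L50D-GFP cells; doses: 20 µM single dose, 1% DMSO; schedule: overnight cell settling, then overnight compound exposure, 37 °C, 5% CO2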
# MLLE-PAM2 inh: inhibitors of microRNA-mediated deadenylation, human PABP1 MLLE binding; GST-MLLE / FITC-PAM2 fluorescence polarization; P11940; inhibition, % at 20 µM; AID 588489; actives 0.36% (n = 360,000); in the data active = inhibition above about 35%, passing the limit was not always enough;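 note: plate controls were DMSO wells with GST-MLLE for no effect and wells lacking GST-MLLE protein for full effect; some results filed as inactive read as strong as hits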
# Target sequence (P11940 whole entry, looked up): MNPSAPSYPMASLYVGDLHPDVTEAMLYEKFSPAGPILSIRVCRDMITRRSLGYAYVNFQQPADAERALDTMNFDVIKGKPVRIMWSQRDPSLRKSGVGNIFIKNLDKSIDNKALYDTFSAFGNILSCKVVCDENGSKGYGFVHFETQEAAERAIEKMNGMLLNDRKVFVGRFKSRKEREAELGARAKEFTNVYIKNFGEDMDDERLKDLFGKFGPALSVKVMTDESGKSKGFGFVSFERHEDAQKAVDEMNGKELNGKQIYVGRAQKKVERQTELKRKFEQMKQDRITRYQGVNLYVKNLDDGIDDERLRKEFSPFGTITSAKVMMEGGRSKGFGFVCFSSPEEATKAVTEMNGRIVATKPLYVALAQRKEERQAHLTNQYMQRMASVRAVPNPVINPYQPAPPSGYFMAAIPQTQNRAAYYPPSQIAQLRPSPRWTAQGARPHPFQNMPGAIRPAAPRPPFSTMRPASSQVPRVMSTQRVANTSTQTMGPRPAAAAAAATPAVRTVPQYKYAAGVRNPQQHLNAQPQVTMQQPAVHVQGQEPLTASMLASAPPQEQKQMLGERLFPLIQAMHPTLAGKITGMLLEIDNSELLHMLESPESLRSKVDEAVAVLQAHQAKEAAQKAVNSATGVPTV
# MsrA inh: inhibitors of bovine MsrA; purified bovine MsrA, absorbance read-out; inhibition, % at 15.5 µM; actives 0.75% (n = 360,000); AID 651718; in the data active = inhibition above about 4.5%;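 note: 0% = vehicle wells with enzyme and 100% = reference inhibitor wells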
# Rpn11 block: inhibitors of human proteasome Rpn11; O00487; human 26S proteasome, Ub4-pepOG fluorescence polarization; 20S core pre-blocked with epoxomicin; calls only at 20 µM; actives 0.59% (n = 360,000); AID 588493;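 active = inhibition at 20 µM, scaled to each plate's controls, above about 33%, limit read from the data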
# Target sequence (O00487 whole entry, looked up): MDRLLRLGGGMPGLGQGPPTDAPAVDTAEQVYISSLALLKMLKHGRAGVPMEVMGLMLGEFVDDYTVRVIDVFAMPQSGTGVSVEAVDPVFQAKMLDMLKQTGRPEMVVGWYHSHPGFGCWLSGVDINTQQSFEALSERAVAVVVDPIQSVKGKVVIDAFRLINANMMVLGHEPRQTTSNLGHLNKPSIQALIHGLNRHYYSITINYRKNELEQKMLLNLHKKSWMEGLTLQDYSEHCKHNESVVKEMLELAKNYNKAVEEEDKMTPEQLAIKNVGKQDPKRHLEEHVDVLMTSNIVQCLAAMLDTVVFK
# eLon inh: E. coli protease La inhibition | P0A9M0 | purified E. coli Lon protease, fluorescence polarization | actives 0.42% (n = 360,000) | inhibition, % at 7.94 µM; in the data active = inhibition above about 13%, passing the limit was not always enough;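 note: 0% = enzyme with probe and DMSO and 100% = no enzyme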
# CSN deneddyl inh: blocks human CSN-mediated cullin deneddylation | Q92905 | Purified CSN, SCF-Nedd8-OG deneddylation, fluorescence polarization | inhibition, % at 12.5 µM | actives 0.38% (n = 360,000) | AID 651999;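 active = pattern-corrected inhibition above about 35%, with an unprinted fluorescence ratio check between 0.5 and 1.5, limit read from the data, passing the limit was not always enough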;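 note: 0% = enzyme with substrate and 100% = substrate without enzyme; some results filed as inactive read as strong as hits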
#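 Assay system: HEK293T-derived human Csn5 enzyme; quantity: 0.24 nM enzyme; medium: Tris/NaCl/DTT buffer, pH 7.5; also added: substrate SCFSkp2-Nedd8OG, 10 nM; doses: 12.5 µM compound; schedule: 90 min reaction at room temperature; signal: FP; read-out: % inhibition of substrate cleavage by Csn5; benchmarks: substrate-only high control, full reaction low control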
# Numbers without * were called inactive; i = inactive; + = active, no number.
SMILES,FAS-TE inh,bovine MsrA act,Rin1-Abl PPI inh,MT1-MMP act inh,MLLE-PAM2 inh,MsrA inh,Rpn11 block,eLon inh,CSN deneddyl inh
Cc1ccccc1N=C(NOCc1ccccc1)c1nonc1N,18,-1,1,-1,-2,2.8,i,-4,0
CC1(C)CC(NCCN2CCN(C3=CC(=C(C#N)C#N)CC(C)(C)C3)CC2)=CC(=C(C#N)C#N)C1,48,-4,0,-4,6,-0.5,i,-4,5
Cc1ccccc1NC(=O)Cc1nnc(SCC(=O)N2CCN(c3ccccc3)CC2)n1C,-4,-3,-3,6,7,1.5,i,2,0
CC(C)(C)c1ccc(CCC2OCC(C[N+]3(C)CCOCC3)O2)cc1 (stereo not given),9,1,-1,-1,-124,-1.3,i,-6,5
CC(C)Oc1cc(F)ccc1-c1cc(C(=O)NCCCn2ccnc2)[nH]n1,-7,0,-2,4,1,3.2,i,6,0
CCCCCOC(=O)c1[nH]c2c(c1C)C(=O)C(C(=O)OC)C(C)C2 (stereo not given),10,2,2,-3,1,-0.1,i,-5,4
O=C(O)C(Oc1ccc2c3c(c(=O)oc2c1)CCC3)c1ccccc1 (stereo not given),2,-4,-4,5,9,2.8,i,-5,0
OC(CNCc1ccc(Cl)cc1)COc1ccccc1 (stereo not given),-3,0,2,2,0,-1.0,i,-4,0
CCOc1ccc(C(=O)Nc2cccc(C(=O)O)c2)cc1Cl,-2,0,-1,4,2,0.6,i,1,-3
O=C(Nc1ccccc1-c1ccccc1)NC1CCN(CC(=O)N2CCOCC2)CC1,-4,-2,-1,1,1,0.2,i,-9,-2
CCOc1ccc(C(=O)NCC(=O)OCC(=O)Nc2nnc(-c3ccccc3)o2)cc1,-2,0,3,0,-4,-0.6,i,-1,-4
CCOc1ccc(S(=O)(=O)Nc2c(C)n(C)n(-c3ccccc3)c2=O)cc1,-2,1,1,2,2,-1.1,i,-4,-4
CC1CCN(c2ccc(C(=O)OCC(=O)NCCN3C(=O)CSC3=O)cc2[N+](=O)[O-])CC1,-2,-2,-8,2,2,0.7,i,-3,3
Cc1ccc(S(=O)(=O)NCC(=O)N2CCN(c3ccc(F)cc3)CC2)cc1,-3,-3,6,0,0,0.5,i,8,5
CCOC(=O)Cc1csc(NC(NC(=O)OCC)(C(=O)OCC)C(F)(F)F)n1 (stereo not given),-3,-6,4,2,14,-1.0,i,-4,0

# Part of the list above, reformatted:
CCOc1ccc(S(=O)(=O)Nc2c(C)n(C)n(-c3ccccc3)c2=O)cc1
  FAS-TE inh = -2
  bovine MsrA act = 1
  Rin1-Abl PPI inh = 1
  MT1-MMP act inh = 2
  MLLE-PAM2 inh = 2
  MsrA inh = -1.1
  Rpn11 block = i
  eLon inh = -4
  CSN deneddyl inh = -4

CC1CCN(c2ccc(C(=O)OCC(=O)NCCN3C(=O)CSC3=O)cc2[N+](=O)[O-])CC1
  FAS-TE inh = -2
  bovine MsrA act = -2
  Rin1-Abl PPI inh = -8
  MT1-MMP act inh = 2
  MLLE-PAM2 inh = 2
  MsrA inh = 0.7
  Rpn11 block = i
  eLon inh = -3
  CSN deneddyl inh = 3

Cc1ccc(S(=O)(=O)NCC(=O)N2CCN(c3ccc(F)cc3)CC2)cc1
  FAS-TE inh = -3
  bovine MsrA act = -3
  Rin1-Abl PPI inh = 6
  MT1-MMP act inh = 0
  MLLE-PAM2 inh = 0
  MsrA inh = 0.5
  Rpn11 block = i
  eLon inh = 8
  CSN deneddyl inh = 5

# New compounds follow
SMILES,FAS-TE inh,bovine MsrA act,Rin1-Abl PPI inh,MT1-MMP act inh,MLLE-PAM2 inh,MsrA inh,Rpn11 block,eLon inh,CSN deneddyl inh
COc1ccc(OC)c(C2C=C(c3ccc(C)c(C)c3)Nc3nnnn32)c1 (stereo not given),9,-9,0,-3,-22,0.2,i,0,-3
O=C(c1ccccn1)N1CCCC(N2CCN(Cc3ccc4c(c3)OCO4)CC2)C1 (stereo not given),-7,-10,2,-2,5,-0.3,i,-9,1
Cc1ccc(-n2nc3c(c2NC(=O)C(C)(C)C)CSC3)c(C)c1,-8,-8,2,-1,24,1.5,i,-1,2
O=C(NC1(C(F)(F)F)N=C2SCCN2C1=O)c1ccco1 (stereo not given),-13,-4,0,-7,36,1.6,i,-1,6
CC(=O)c1cccc(N(C(=O)CNC(=O)c2ccco2)C(C(=O)NC2CCCC2)c2ccncc2)c1 (stereo not given),0,0,-1,16,-1,-1.9,i,-6,-2
CCCCCn1c(Sc2ncccn2)nc2c1c(=O)[nH]c(=O)n2C,-3,-3,0,-1,0,1.4,i,2,5
Cc1cc(C)n2nc(SCC(=O)N3CC(C)CC(C)C3)nc2n1 (stereo not given),-6,-2,3,0,-1,-0.2,i,12,1
O=C(Cn1nnc2ccccc21)C1CC1,0,3,-4,3,7,-0.5,i,-5,1
Cn1c(CCN2CCCCC2)nc2cc(NS(=O)(=O)c3ccc(Cl)cc3)ccc21,-9,0,4,-19,-2,-0.3,i,-11,2
O=C(C1=C[C@H](C2CC2)C[C@H](OCCCCO)O1)N1CCN(Cc2ccc3c(c2)OCO3)CC1,-12,-6,1,-2,-13,-0.8,i,4,-1
CCCc1cc(=O)oc2cc(OCC(=O)NC3CCN(Cc4ccccc4)CC3)ccc12,1,-1,2,2,10,0.8,i,5,-2
Cc1ccc(S(=O)(=O)N2[C@@H](c3ccc(Br)cc3)C(C(=O)O)=C[C@H]2C(C)(C)C)cc1,5,-2,-2,1,8,0.4,i,-3,1
Cc1ccc(OCC(=O)Nc2ccc(N(C)C)cc2)cc1,-2,2,-2,-1,1,0.0,i,4,0
COc1cccc(NC(=O)NC2CCN(Cc3nnnn3Cc3ccc4c(c3)OCO4)CC2)c1,-3,-3,-3,4,10,-1.1,i,-13,-8
O=C(CC1SC(N2CCCC2)=NC1=O)Nc1ccc(C(=O)Nc2ncccc2O)cc1 (stereo not given),-8,0,-3,12,-2,1.8,i,9,2
O=C(Nc1c(-c2ccc3c(c2)OCO3)[nH][nH]c1=O)c1ccccc1,9,6,24*,3,5,-0.1,i,5,-1
CN(C)c1ccc(-c2nc3ccccn3c2/N=C/c2ccc(Br)cc2)cc1,15,-1,2,0,-22,3.4,i,-11,-5
O=C1c2cccc3c(N4CCCCC4)ccc(c23)C(=O)N1c1ccccn1,-51,-1,0,-119,1,-0.6,i,10,-5
CN(CC(=O)Nc1ccc(Cl)c(C(F)(F)F)c1)C(=O)CCCc1nc2ccccc2c(=O)[nH]1,12,-3,2,6,-15,-1.6,i,-16,-2
CCOC(=O)C(C)Sc1ncnc2c1c(-c1ccccc1)cn2-c1ccc(OC)cc1 (stereo not given),21,-3,-4,-9,0,4.4,i,10,-14
COC(=O)[C@H]1[C@H]2C[C@@H]3c4[nH]c5cc(OC)ccc5c4CCN3C[C@H]2C[C@@H](OC(=O)c2cc(OC)c(OC)c(OC)c2)[C@@H]1OC,12,-1,-4,-14,-32,1.1,i,-3,2
CCCNC(=O)c1ccc(COc2cccc3ccccc23)o1,-17,-2,2,6,20,-0.7,i,-5,-3
Cc1ccc(S(=O)(=O)N2CCOCC2)cc1C(=O)Nc1ccc2c(c1)CCC2,-2,-5,-4,2,3,-0.4,i,-15,-8
CCc1ccc2c(c1)/C(=N/OC)C(=O)N2,-6,-11,0,10,7,0.5,i,1,-2
O=C(CN1CCCc2ccccc21)N/N=C/c1ccccc1,-9,-3,-5,-7,-15,0.3,+,-98,-8
CCN(CC)C(=O)COc1ccc(/C(C)=N/NC(=O)c2ccccc2O)cc1,-7,-4,1,-4,7,1.4,i,2,1
COc1ccccc1N(Cc1ccccc1)S(=O)(=O)c1cccc(C(=O)N2CCCCC2)c1,28,-1,1,1,9,-0.8,i,7,-5
CCS(=O)(=O)N1CCC(C(=O)Oc2ccc(Br)cc2)CC1,1,-11,2,0,9,-0.7,i,-2,-4
O=C(O)CCC(=O)/C=C/c1ccccc1,-6,-4,3,5,-7,0.7,i,3,5
COc1ccc(S(=O)(=O)N2CCCCC2)cc1NC(=O)CCCOc1ccccc1,16,-2,3,1,-13,-0.4,i,3,-2
CN(Cc1ccncc1)C1CC(=O)N(c2ccc(F)cc2)C1=O (stereo not given),-8,-6,2,4,-1,0.4,i,2,1
C[C@H]1CN([C@@H](C)CO)C(=O)CCCn2nncc2CO[C@@H]1CN(C)S(=O)(=O)c1cn(C)cn1,-12,-6,1,-4,9,1.1,i,-10,-3
COC(=O)/C(=N/Nc1ccccc1)N1CCCc2ccccc21,29,-8,0,-34,4,1.7,i,7,-1
O=C(Nc1nnc(C2CC2)s1)C1CCCCC1,-7,-5,3,-1,-12,-0.7,i,-2,-1
O=S(=O)(c1cccc2nsnc12)N1CCN(C/C=C/c2ccccc2)CC1,9,-2,-5,1,-1,0.1,i,12,-8
Cc1ccc(S(=O)(=O)OCC(=O)Nc2ccc(C(=O)O)c(O)c2)cc1,-6,-2,-1,-47,44*,-0.7,i,27,21
O=C(NC(=S)NNC(=O)[C@H]1C[C@@H]1c1ccccc1)c1ccc(F)cc1,0,-6,-1,8,-24,0.0,i,4,3
O=C(NC(C(=O)N/N=C/c1cccc2ccccc12)c1n[nH]c(=O)c2ccccc12)c1ccccc1 (stereo not given),23,1,1,3,14,1.6,i,4,-1
CSc1cccc(-n2ccc(=O)c(C)c2C)c1,0,-6,-2,6,8,1.8,i,-13,3
Fc1ccc(-n2c(-c3ccc4c(c3)OCO4)n[nH]c2=S)cc1Cl,-8,-2,0,2,-34,-1.2,i,11,-9
CC(Sc1nc2ccccc2s1)C(=O)N1CCOCC1 (stereo not given),-6,-4,-1,0,14,-0.2,i,-5,0
Cc1nn(C)c(C)c1CCC(=O)O,-9,-4,1,0,-3,1.0,i,-6,1
CCCCCCN1C[C@H](n2cc(-c3ccc(F)cc3)nn2)[C@@H](O)C[C@@H]1c1ccc(OC)cc1,1,-1,-1,3,4,-0.1,i,1,5
Cc1ccc(S(=O)(=O)N2CCN(C(=O)c3c(-c4ccccc4)noc3C)CC2)c(C)c1,8,-2,2,-2,-6,-0.8,i,5,0
Cc1ccc(C)c(S(=O)(=O)c2c(N)n(/N=C/c3ccco3)c3nc4ccccc4nc23)c1,39,-5,0,-6,-28,2.5,i,-32,23
Cc1ccc(/C=N/NC(=O)CNC(=O)COc2ccccc2)cc1,-11,-2,-1,4,0,-0.7,i,-11,-3
Cc1cc(NC(=O)c2ccc3c(c2)C(=O)N(CC(C)C)C3=O)no1,-14,-3,-3,-3,5,-0.6,i,3,4
Cc1nc2ccccc2c(=O)n1-c1ccc(F)c(NC(=O)c2cccs2)c1,-4,-8,-2,4,9,-1.4,i,-6,-4
O=C(Nc1nnc(SCc2ccc(F)cc2)s1)C1=COCCO1,-1,-3,3,6,-1,0.2,i,-8,2
CC(=O)N/C(=C/c1ccc2c(c1)OCO2)C(=O)NCCO,-5,-11,1,0,2,3.2,i,-3,6
COc1cc(-c2cc(C(=O)O)c3c(OC)c(OC)c(OC)cc3n2)ccc1O,-7,-2,-1,3,7,3.7,i,1,-3
CC(C)Cc1nc2oc3c(N4CCN(CCO)CC4)ncnc3c2c2c1CCCC2,8,3,3,7,-4,-1.1,i,1,4
CCN1CCN(c2nc3c(c(=O)[nH]c(=O)n3C)n2Cc2ccccc2)CC1,-5,-7,-1,-1,1,-0.9,i,3,-2
c1ccc2c(Nc3nncs3)c3ccccc3nc2c1,-1,-2,-7,7,9,0.8,i,1,-6
CC(C)C[C@H]1CN([C@@H](CC(C)C)CN2CCC[C@@H]2CN2C(=S)NC[C@@H]2Cc2ccc(O)cc2)C(=S)N1CCc1ccccc1,-115,-2,0,-1,-17,-0.8,i,-1,-1
